KCNK3 block – human KCNK3 channel inhibition, primary screen; hit rate 0.84% among 340,000; AID 602410; O14649; B-score at 10 µM; CHO-KCNK3 thallium flux, FluxOR fluorescence; stronger effect = lower value;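 active = B-score under library mean minus 4 SD, starting fluorescence ratio at most library mean plus 5 SD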;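 also: more negative B-score means stronger inhibition of thallium flux through KCNK3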
KCNK9 block – blocks the human KCNK9 two-pore domain potassium channel. Q9NPC2. HEK293 KCNK9, FluxOR thallium flux fluorescence; stronger effect = lower value. B-score at 10 µM. hit rate 1.2% among 310,000. AID 488922;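 active = ratio B-score over 3 SD below the library mean, with starting fluorescence within 5 SD of its mean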;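 also: negative B-score means less thallium flux so channel inhibition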
Target sequence (Q9NPC2 whole entry, looked up, the tested form may be a part): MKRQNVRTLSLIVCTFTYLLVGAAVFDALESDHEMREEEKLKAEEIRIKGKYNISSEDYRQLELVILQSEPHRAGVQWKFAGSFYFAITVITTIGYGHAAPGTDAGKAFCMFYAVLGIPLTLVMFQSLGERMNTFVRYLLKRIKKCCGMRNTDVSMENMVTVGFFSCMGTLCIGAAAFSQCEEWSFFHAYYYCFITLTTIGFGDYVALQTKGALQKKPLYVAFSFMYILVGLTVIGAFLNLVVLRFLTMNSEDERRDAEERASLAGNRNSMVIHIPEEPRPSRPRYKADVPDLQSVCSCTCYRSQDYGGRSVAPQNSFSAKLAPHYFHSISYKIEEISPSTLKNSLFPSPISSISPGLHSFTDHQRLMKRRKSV
Dyrk1A ADPGlo – Dyrk1A (rat) kinase inhibition | ADP-Glo luminescence, NFATc1 peptide | inhibition, % at 12.5 µM | Q63470 | hit rate 0.43% among 310,000; in the data active = inhibition above about 50%;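 also: plate controls were vehicle with enzyme for no effect and no enzyme for full effect; many of its hits are not listed in these tables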
KCNQ1 act – potentiators or activators of human KCNQ1 potassium channel; CHO-K1 KCNQ1, thallium flux FluxOR fluorescence; stronger effect = higher value; hit rate 0.35% among 310,000; P51787; B-score at 10 µM;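 active = fluorescence ratio B-score, a plate-corrected score, at least three library SD, with initial intensity B-score within 5 SD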
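System: CHO-K1 cells stably expressing KCNQ1 / Medium: assay buffer for compound exposure, DMSO matched across wells / Reagent: thallium- and potassium-containing depolarizing buffer / Compound: one concentration, matched DMSO / Incubation: 20 min compound pretreatment at room temperature / Measured by: kinetic FluxOR fluorescence, 10 s baseline plus 110 s post-stimulus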
GSK3beta inhib – blocks human GSK3beta kinase activity. P49841. GST-GSK3beta kinase, ADP-Glo luminescence, 60 min; stronger effect = lower value. activity score (negative = inhibition), % at 10 µM. hit rate 0.038% among 300,000. AID 2097;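 active = more than half of replicate wells score below -50%, meaning over 50% inhibition versus plate controls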;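 also: 0% = median DMSO wells and -100% = median GW8510 positive control wells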
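Assay system: GST-fused GSK3beta enzyme, cell-free / Medium: Tris pH 7.5 buffer with MgCl2, DTT, BSA, heparin / Also added: peptide substrate plus 25 µM ATP (final) / Compound: 10 µM single point / Timing: kinase reaction with compound 60 min at room temperature / Detection: ADP-Glo luminescence / Benchmarks: DMSO neutral wells and GW8510 at 20 µM as positive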
PolyA inhibitor – yeast polyadenylation inhibition | hit rate 0.02% among 300,000 | calls only at 12 µM | AID 1875 | S. cerevisiae SKY197-pL101 polyadenylation reporter, beta-gal luminescence; efflux-impaired pdr1/pdr3 knockout yeast; score 100 = 6 SD above DMSO;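 active = lowest replicate activity score at least 50, where 100 means six control SD above control mean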;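 also: yeast exposed to compound for 9 h at 30 °C; higher score means more reporter readthrough which indicates perturbed polyadenylation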
HDAC3 inhib – blocks human histone deacetylase 3. inhibition, % at 8.3 µM. O15379. hit rate 0.15% among 320,000. recombinant HDAC3, fluorogenic peptide/trypsin coupled, fluorescence; in the data active = inhibition above about 26%, passing the limit was not always enough
Target sequence (O15379 whole entry, looked up): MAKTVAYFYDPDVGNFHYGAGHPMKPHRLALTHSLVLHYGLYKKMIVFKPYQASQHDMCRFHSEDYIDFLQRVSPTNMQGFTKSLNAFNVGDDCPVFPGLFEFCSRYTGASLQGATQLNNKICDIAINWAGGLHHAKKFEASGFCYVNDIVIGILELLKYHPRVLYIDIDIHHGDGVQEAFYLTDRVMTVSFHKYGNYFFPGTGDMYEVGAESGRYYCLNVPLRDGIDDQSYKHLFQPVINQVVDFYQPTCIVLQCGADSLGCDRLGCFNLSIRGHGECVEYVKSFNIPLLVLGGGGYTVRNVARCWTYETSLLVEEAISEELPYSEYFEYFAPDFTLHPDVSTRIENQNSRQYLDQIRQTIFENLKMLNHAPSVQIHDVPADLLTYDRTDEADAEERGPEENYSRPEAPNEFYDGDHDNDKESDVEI
GSK3 alpha inh – inhibitors of human GSK-3 alpha kinase | hit rate 0.1% among 320,000 | ADP-Glo luminescence, 60 min | P49840 | inhibition, % at 10 µM;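 in the data active = inhibition above about 50%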;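 also: GST-tagged GSK-3 alpha with peptide substrate and 25 µM ATP; 0% = DMSO neutral wells and 100% = GW8510 positive control wells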
hERG rescue – compounds protecting human hERG from proarrhythmic drug block | Q12809 | CHO-hERG, FluxOR thallium flux, dofetilide IC70 present | activation (rescue from dofetilide block), less the hit threshold, % at 10 µM | hit rate 0.51% among 310,000 | AID 1511;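 active = activation above the mean of controls blocked by dofetilide plus 5 SD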;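 also: thallium influx through hERG after potassium depolarization seen as dye fluorescence rise; in these data hits start at about 4.7%; inactives centre near -7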
RGS4 pot – potentiators or activators of RGS4 | HEK293 M3R/inducible RGS4, carbachol calcium flux Fluo4; stronger effect = lower value | B-score at 10 µM | hit rate 0.92% among 310,000 | AID 463111;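 active = B-score of the integrated calcium signal more than 4 SD below the library mean, with starting fluorescence not abnormally high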;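 also: negative B-score means reduced calcium response which marks RGS4 activation or potentiation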
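Material: Inducible-RGS4 HEK293 cells carrying M3 receptor; also added: carbachol at ECmax as muscarinic agonist stimulus; incubation: compound preincubation 20 min at room temperature before agonist; signal: Fluo4-AM (2 µM) calcium-flux fluorescence, kinetic read; measure: integrated calcium ratio converted to B score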
KCNQ1 inh – human KCNQ1 channel inhibition | CHO-K1 KCNQ1, FluxOR thallium flux fluorescence; stronger effect = higher value | AID 2642 | B-score at 10 µM | hit rate 1.3% among 310,000;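 active = compounds whose thallium flux B-score, printed positive for inhibition, exceeds three library SD while starting fluorescence stays within three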;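 also: channel opened by potassium depolarization with thallium stimulus after 20 min compound exposure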
* = called active by the depositor; i = inactive; · = not tested or not shown.

SMILES	KCNK3 block	KCNK9 block	Dyrk1A ADPGlo	KCNQ1 act	GSK3beta inhib	PolyA inhibitor	HDAC3 inhib	GSK3 alpha inh	hERG rescue	RGS4 pot	KCNQ1 inh
CCc1ccc(/C=N/n2c(C3CCCCC3)n[nH]c2=S)cc1	i	i	5	i	-2	i	2	2	-7	i	i
O=C1c2ccccc2NC(c2ccccc2O)N1c1ccc(F)cc1 (centres undefined)	i	i	0	i	-1	i	-13	-2	-5	i	i
COc1ccc(N(CCC#N)C(=O)/C(C#N)=C/c2cccs2)cc1	i	i	1	i	-2	i	-1	3	-10	i	i
CN(CC(=O)Nc1ccc(Cl)cc1)C(=O)c1ccc(S(=O)(=O)Nc2ccccc2)cc1	i	i	15	i	0	i	9	-1	-12	i	i
Cc1nc2c(C(=O)NCc3ccc4c(c3)OCO4)cnn2c(C)c1Cc1ccc(F)cc1Cl	i	i	-2	i	2	i	-1	-1	-10	i	i
CCOC(=O)CC(NC(=O)Cn1nnc(-c2ccccc2C)n1)c1ccc(OC)cc1 (centres undefined)	·	i	·	i	1	i	-3	-1	-8	i	i
Cc1cc(NCc2ccccn2)n2ncc(-c3ccc(Cl)cc3)c2n1	i	i	1	i	0	i	-7	-4	-6	i	i
CC1(C)CC2CC(C)(CN2C(=O)CN2C(=O)c3ccccc3C2=O)C1 (centres undefined)	i	i	1	i	1	i	-4	-6	-5	i	i
Cc1nc2ccc(Br)cn2c1C(=O)N/N=C\c1ccccc1Cl	i	i	-2	i	-2	·	-1	-1	-4	i	i
O=C(Cc1cccc2ccccc12)NNC(=O)Nc1ccc(Cl)cc1	i	i	·	i	1	i	6	0	-8	i	6*
CC(C)(Oc1ccc(Cl)cc1)C(=O)Nc1ccc2oc(-c3ccncc3)nc2c1	i	i	3	i	0	i	-8	-1	-1	i	i
Cc1ccc(N2C(=O)N(CC(=O)NC(c3ccccc3)c3ccccc3)C(=O)C2C)cc1 (centres undefined)	i	i	0	i	-2	·	-2	1	-8	i	i
CCCN1CCC(=NNc2ccc(S(=O)(=O)N3CCOCC3)cc2[N+](=O)[O-])CC1	i	i	·	i	6	i	0	3	-5	i	i
COc1cccc(COC(=O)CCNC(=O)c2ccc(Cl)cc2)c1OC	i	i	-5	i	0	i	14	-1	-15	i	i
Cc1onc(NC(=O)c2ccc(Cl)cc2Cl)c1Br	i	i	5	i	2	i	0	1	-16	i	i
CCOC(=O)c1[nH]c(C)c(C(=O)N2CCN(C(=O)OCC)CC2)c1CC	i	i	3	i	0	i	3	-3	-7	i	i
COc1ccc(-n2ncc3c2CC(C)(C)CC3NC(=O)C2CCN(C(C)=O)CC2)cc1 (centres undefined)	i	i	5	i	·	i	3	-3	-8	i	i
Cc1ccccc1NC(=O)C(=O)NCc1ccccn1	i	i	3	i	-1	i	5	-2	-3	i	i
O=C(c1ccc2[nH]c(=O)c(=O)[nH]c2c1)N1CCc2ccccc2C1	i	i	2	i	-2	i	-9	11	-4	i	i
COc1ccc(OC)c(/C=C(\C)C(=O)c2c(C)cc(C)[nH]c2=O)c1	i	i	9	i	2	i	5	1	-6	i	i
NC(=O)CC(NC(=O)c1ccccc1)c1ccc(N2CCN(c3ccccn3)CC2)c([N+](=O)[O-])c1 (centres undefined)	i	i	17	i	-2	i	-1	-3	-8	i	i
CCC1SC2=NC(C)=C(C(=O)OCCOC)C(c3ccc(C(=O)OC)cc3)N2C1=O (centres undefined)	i	i	-6	i	0	i	10	0	-1	i	i
COc1ccc(C2Nc3ccccc3C(=O)N2Cc2ccccc2)cc1OC (centres undefined)	i	i	·	i	6	i	-24	-2	-8	i	i
Nc1c(C(=O)NCCN2CCOCC2)c2nc3ccccc3nc2n1-c1cccc(F)c1	i	i	13	i	2	i	-51	6	-18	i	i
Cc1ccc(C(=O)CSc2nnnn2-c2ccccc2)o1	i	i	12	i	-2	i	2	1	-8	i	i

Overlap with the part before: five entries, then new ones.
SMILES	KCNK3 block	KCNK9 block	Dyrk1A ADPGlo	KCNQ1 act	GSK3beta inhib	PolyA inhibitor	HDAC3 inhib	GSK3 alpha inh	hERG rescue	RGS4 pot	KCNQ1 inh
NC(=O)CC(NC(=O)c1ccccc1)c1ccc(N2CCN(c3ccccn3)CC2)c([N+](=O)[O-])c1 (centres undefined)	i	i	17	i	-2	i	-1	-3	-8	i	i
CCC1SC2=NC(C)=C(C(=O)OCCOC)C(c3ccc(C(=O)OC)cc3)N2C1=O (centres undefined)	i	i	-6	i	0	i	10	0	-1	i	i
COc1ccc(C2Nc3ccccc3C(=O)N2Cc2ccccc2)cc1OC (centres undefined)	i	i	·	i	6	i	-24	-2	-8	i	i
Nc1c(C(=O)NCCN2CCOCC2)c2nc3ccccc3nc2n1-c1cccc(F)c1	i	i	13	i	2	i	-51	6	-18	i	i
Cc1ccc(C(=O)CSc2nnnn2-c2ccccc2)o1	i	i	12	i	-2	i	2	1	-8	i	i
Nn1c(SCC(=O)Nc2ccc3c(c2)OCO3)nnc1-c1ccccc1	i	i	-5	i	27	i	0	-2	-7	i	i
CCOc1ccc(NC(=O)CN(C)C(=O)c2cc(S(=O)(=O)N3CCCCCC3)ccc2OC)cc1OCC	i	i	1	i	0	i	-4	1	-22	i	i
C[C@]12CS(=O)(=O)C[C@H]1SC(=S)N2c1ccccc1	i	i	·	i	5	i	0	1	-8	i	i
O=C(N/C(=C\c1cccnc1)C(=O)N1CCC(O)CC1)c1ccccc1	i	i	-2	i	-2	i	8	-4	-8	i	i
O=C(c1ccc(NS(=O)(=O)c2ccc(F)cc2)cc1)N1CCCCC1	i	i	2	i	-1	i	-3	0	-8	i	i
CN(Cc1ccccn1)C(=O)c1ccc2nc(Cc3cccc(Cl)c3)oc2c1	i	i	0	i	2	i	-3	3	-8	i	i
O=C(CN(C(=O)c1csnn1)c1ccc(Cl)cc1)NCc1ccc2c(c1)OCO2	i	i	-4	i	8	i	-4	1	-6	i	i
C=CCn1c(NCc2ccccc2OC)nc2ccccc21	i	i	·	i	5	i	2	1	-4	i	i
COc1ccc(OCCNC(=O)c2ccccc2Cl)cc1	i	i	-4	i	3	i	-2	-3	-5	i	i
O=C1Nc2ccccc2/C1=C/c1ccc([N+](=O)[O-])cc1	i	i	-4	i	2	i	0	-1	-8	i	i
CCOC(=O)c1ccc2c(c1)[nH]c(=S)n2CC	i	i	2	i	4	i	7	-3	-4	i	i
OCCC1CN(CC2CC2)CCN1Cc1ccc(F)c(F)c1 (centres undefined)	i	i	1	i	3	i	-15	1	1	i	i
O=C(N=C1SC2CS(=O)(=O)CC2N1c1ccc(F)cc1)C1CC1 (centres undefined)	i	i	6	i	-1	i	-3	-1	-4	i	i
Cc1ccc(C)c(Cn2c(C)nc3c(sc(=S)n3-c3ccccc3)c2=O)c1	i	i	3	i	1	i	-3	-3	-6	i	i
CNc1nc(CC(C)=O)ns1	i	i	9	i	-5	i	-3	-1	-9	i	i
COc1ccc(/C=C/c2onc(C)c2S(=O)(=O)N2CCC(C(=O)N3CCC(C)CC3)CC2)cc1	i	i	-5	i	6	i	2	-3	-9	i	i
CC(C)C(CCN1C(=O)c2ccccc2C1=O)c1ccco1 (centres undefined)	i	i	-7	i	1	i	5	-3	-16	i	i
O=[N+]([O-])c1ccccc1S(=O)(=O)N1CCN(CC2CC=CCC2)CC1 (centres undefined)	i	i	2	i	3	i	6	-3	-5	i	i
CCOC(=O)N1CCN(Cc2nc3c(c(=O)n(C)c(=O)n3C)n2Cc2ccccc2)CC1	i	i	3	i	2	i	-5	0	-4	i	i
COC(=O)c1cccc(NC(=O)Cc2coc3cc(OC)ccc23)c1	i	i	-3	i	5	i	-5	-2	-5	i	i
CCOC(=O)Cn1cnc2c(nnn2-c2ccc(F)cc2)c1=O	i	i	6	i	0	i	5	2	-4	i	i
COc1ccccc1NCC(O)Cn1c2ccccc2c2ccccc21 (centres undefined)	i	i	-13	i	2	i	5	-1	-19	i	i
CS(=O)(=O)c1ccc2nc(NC(=O)CCN3C(=O)c4ccccc4C3=O)sc2c1	i	i	7	i	2	i	4	0	-7	i	i
CC(=O)Nc1ccc(C(=O)Nc2ccc(S(=O)(=O)NCC3CCCO3)cc2)cc1 (centres undefined)	i	i	-2	i	0	i	-2	13	-9	i	i
Cc1nc2ccc(N=NC3=C(O)CC(C)(C)CC3=O)cc2s1	i	i	1	i	-1	i	7	0	-7	i	i
(listing goes on)
SMILES	KCNK3 block	KCNK9 block	Dyrk1A ADPGlo	KCNQ1 act	GSK3beta inhib	PolyA inhibitor	HDAC3 inhib	GSK3 alpha inh	hERG rescue	RGS4 pot	KCNQ1 inh
COC(=O)c1cc(CNC(=O)C(C)NS(=O)(=O)c2ccc(C)c(C)c2)ccc1OC (centres undefined)	i	i	-3	i	0	i	-11	-3	-3	i	i
CC(C)C[C@H](NC(=O)N1CC(=O)Nc2ccccc21)C(=O)N[C@@H](Cc1c[nH]c2ccccc12)C(=O)O	i	i	7	i	2	i	1	6	-8	i	i
Cc1c(C(=O)O)c(C(=O)O)nc2ccc(N3CCOCC3)cc12	·	i	·	i	0	i	-4	-2	-10	i	i
CC(=O)c1ccc(OCC(C)C)c(CN2CCCCC2)c1	i	i	5	i	-2	i	0	3	-15	i	i
CCOC(=O)c1c2ccccc2[n+]([O-])n1CCO	i	i	9	i	0	i	-6	-1	-7	i	i
CCCCCCn1c(CN2CCCCC2)nc2c1c(=O)n(C)c(=O)n2C	i	i	-6	i	-1	i	-1	0	-9	i	i
CCOC(=O)C(C)(C)N(Cc1cccc(C)c1)S(=O)(=O)c1cccc([N+](=O)[O-])c1	i	i	2	i	-3	i	3	0	-8	i	i

Three entries from above, sorted by count of non-hydrogen atoms, smallest number first:
SMILES	KCNK3 block	KCNK9 block	Dyrk1A ADPGlo	KCNQ1 act	GSK3beta inhib	PolyA inhibitor	HDAC3 inhib	GSK3 alpha inh	hERG rescue	RGS4 pot	KCNQ1 inh
CC(=O)c1ccc(OCC(C)C)c(CN2CCCCC2)c1	i	i	5	i	-2	i	0	3	-15	i	i
O=C1c2ccccc2NC(c2ccccc2O)N1c1ccc(F)cc1 (centres undefined)	i	i	0	i	-1	i	-13	-2	-5	i	i
CN(Cc1ccccn1)C(=O)c1ccc2nc(Cc3cccc(Cl)c3)oc2c1	i	i	0	i	2	i	-3	3	-8	i	i

From PubChem

These rows are one share of the data. The share of hits here may be higher or lower than overall.
